From PubChem BioAssay
RGS4 inh = human RGS4 inhibition. P49798. Transcreener GDP fluorescence polarization, RGS4-accelerated GTP hydrolysis. Potency, µM (series often up to 114 µM), for the others: at the highest dose activity change, negative = inhibition, actives largely listed as inhibitors. 0.039% of 390,000 active; also: potency is read from the fitted curve at half-maximal effect; % is scaled to controls: 0 for no effect and ±100 for the full control effect; nearly all actives have a fitted effect of over 75% in size; some results filed as inactive show a strong effect at the top dose
Target sequence (P49798 whole entry, looked up): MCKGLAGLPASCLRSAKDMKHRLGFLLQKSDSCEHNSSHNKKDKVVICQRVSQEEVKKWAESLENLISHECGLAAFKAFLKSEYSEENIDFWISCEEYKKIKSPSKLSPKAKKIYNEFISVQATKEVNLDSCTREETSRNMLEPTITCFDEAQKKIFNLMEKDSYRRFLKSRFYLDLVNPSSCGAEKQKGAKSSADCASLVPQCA
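MLSMR compounds (23 nl, pin-transferred) preincubated 10 min at room temperature with a 500nM (2x) first reagent, then RGS4 at 900nM (2x) plus Transcreener GDP mix added; fluorescence polarization (620/688 nm) read before and after 90 min at 30 °C.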
D2 ag = activates the human D2 dopamine receptor; P14416; HEK293 T-REx D2 cells, calcium flux agonist mode; activation, % at 2 µM; 0.53% of 340,000 active;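 active = activation over 3 SD above normal in the single-dose calcium agonist read, cut at about 30% in these data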; also: 0% is about no effect
Target sequence (P14416 whole entry, looked up): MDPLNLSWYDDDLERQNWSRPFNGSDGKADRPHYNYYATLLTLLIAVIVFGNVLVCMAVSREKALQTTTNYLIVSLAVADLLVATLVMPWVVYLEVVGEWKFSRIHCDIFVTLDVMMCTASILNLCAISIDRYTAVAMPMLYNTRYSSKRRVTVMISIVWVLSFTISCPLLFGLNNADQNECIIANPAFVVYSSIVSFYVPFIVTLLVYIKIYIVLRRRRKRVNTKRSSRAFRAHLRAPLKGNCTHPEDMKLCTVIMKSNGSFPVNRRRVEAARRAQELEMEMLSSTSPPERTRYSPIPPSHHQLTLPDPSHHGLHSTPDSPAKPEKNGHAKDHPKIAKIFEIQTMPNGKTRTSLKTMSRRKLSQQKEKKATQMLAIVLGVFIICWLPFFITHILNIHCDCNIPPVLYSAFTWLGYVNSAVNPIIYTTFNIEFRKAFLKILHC
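HEK293 Trex D2 cells, tetracycline-induced, o/n 30 C 5% CO2; no-wash Ca dye, RT 30–90 min; 10-cycle baseline, 23 nl cpd added, kinetic Ca read 180 s; agonist hits = positive Ca response.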
12-LOX inh = inhibitors of human 12S-lipoxygenase ALOX12. P18054. purified 12hLO, xylenol orange hydroperoxide absorbance. Potency, µM (series often up to 108 µM), without a hit: at the highest dose activity change, negative = inhibition, most hits filed as inhibitors. 1.1% of 580,000 active. AID 1671190; also: potency is read from the fitted curve at half-maximal effect; % is scaled to controls: 0 for no effect and ±100 for the full control effect
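Hydroperoxide product was detected by ferrous iron/xylenol orange as the 573 to 405 nm absorbance ratio. Arachidonic acid at 40 uM (final) was turned over for 30 min at room temperature by 150 nM human 12hLO, pH 7.0 Hepes buffer, after 15 min compound preincubation.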
ERG Ets-DNA blk = inhibitors of human ERG Ets domain-DNA interaction; fluorescence polarization, His-ERG Ets domain / labelled DNA; P11308; AID 624246; Potency, µM (series often up to 76.9 µM), for the others: top-dose FP activity, negative = inhibition, usual class: inhibitors; 0.028% of 370,000 active; active = well fitted inhibition curve with a large enough effect in the polarisation, with a control signal flat; inconclusive = small, poorly fitted or top-dose-only effect, or effect the other way, or a change in a side signal; inactive = no such curve, though single readings can be large or run the other way; the % refers to the polarisation;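 also: polarization taken with two DNA probes labelled with fluorescein and Texas red; potency is read from the fitted curve at half-maximal effect; % of control where 0% means no effect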
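His-tagged ERG Ets domain (1 uM in the protein solution; 300mM KCl, 50mM Tris-HCl, 1mM EDTA, 1mM DTT, pH 7.5) received compound, then a probe mix of 5 nM fluorescein-DNA and 100nM Texas-615-DNA. Fluorescence polarization was read for both dyes.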
GRP78 ERSR act = ER stress response induction in glioma | U87-MG GRP78 promoter luciferase reporter, 16 h | Potency, µM, for the others: top-dose activation, actives largely listed as activators | 0.02% of 420,000 active | AID 602332; also: potency is read from the fitted curve at half-maximal effect; series mostly up to about 76 µM; % of control where 0% means no effect; nearly all actives have a fitted effect of over 35% in size
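Stably transfected U87-MG glioma cells carrying a GRP78-based luciferase sensor; 16 h compound incubation. Luminescence end-point read 10 min after Bright-Glo addition at room temperature.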
Vif-A3G inh = blocks the Vif interaction with human APOBEC3G. 0.076% of 410,000 active. HeLa A3G-eYFP + Vif (tagged APOBEC3G with the HIV-1 protein that degrades it), YFP fluorescence, overnight. Q9HC16. Potency, µM (doses to about 46.1 µM), for the others: at the highest dose activity, negative = active, hits mostly inhibitors;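 also: potency is read from the fitted curve at half-maximal effect; % is scaled to controls: 0 for no effect and ±100 for the full control effect; nearly all actives have a fitted effect of over 60% in size; hits raise eYFP signal because A3G escapes Vif-driven loss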
Target sequence (Q9HC16 whole entry, looked up): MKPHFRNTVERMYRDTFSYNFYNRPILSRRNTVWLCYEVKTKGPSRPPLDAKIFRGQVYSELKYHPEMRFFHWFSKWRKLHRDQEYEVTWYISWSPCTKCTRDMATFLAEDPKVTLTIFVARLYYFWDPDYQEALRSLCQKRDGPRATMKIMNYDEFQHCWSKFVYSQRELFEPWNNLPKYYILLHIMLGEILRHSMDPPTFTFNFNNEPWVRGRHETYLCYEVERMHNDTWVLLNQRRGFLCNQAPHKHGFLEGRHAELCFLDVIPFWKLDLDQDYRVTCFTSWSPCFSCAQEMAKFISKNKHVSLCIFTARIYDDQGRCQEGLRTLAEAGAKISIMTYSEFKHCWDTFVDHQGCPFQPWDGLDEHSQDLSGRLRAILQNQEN
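HeLa cells stably expressing Vif and C-terminally eYFP-tagged A3G, seeded overnight at 37 deg C, then exposed to compound by pintool overnight at 37 deg C. Rise in yellow fluorescence (Ex 488/Em 500-530, Acumen) marks blocked Vif-driven A3G degradation.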
LDHA block = inhibitors of human lactate dehydrogenase A. purified LDHA, NADH/diaphorase-resazurin fluorescence; stronger effect = lower value. AID 1347041. activity change, % (values are at about 110 or 230 µM). P00338. 0.15% of 480,000 active; in the data active = activity change below about -30%; inconclusive = mostly about -25% to -30%;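 also: plate controls were DMSO wells for no effect and wells without enzyme for full effect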
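LDH5 2 nM; NADH 0.06 mM, pyruvate 0.2 mM; 200 mM Tris pH 7.4, EDTA, Tween-20; 5 min RT. Detection: diaphorase 0.133 mg/mL + resazurin 37 µM, fluorescence ex540/em590 at 0 and 20 min; normalized to enzyme-free and DMSO wells.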
Vif-APOBEC3F blk = Vif-A3F binding inhibition | HeLa A3F-eYFP + Vif (tagged APOBEC3F with the HIV-1 protein that degrades it), YFP fluorescence increase | Potency, µM (series often up to 46.1 µM), without a hit: at the highest dose activity, negative = active | 0.2% of 390,000 active; also: potency is read from the fitted curve at half-maximal effect; % of control where 0% means no effect; nearly all actives have a fitted effect of over 65% in size
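HeLa cells stably expressing Vif plus C-terminally eYFP-tagged A3F were seeded, incubated overnight at 37 deg C, dosed with compound, incubated overnight again at 37 deg C. Yellow fluorescence (Ex 488/Em 500-530) reported blocked Vif-mediated A3F-eYFP degradation.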
D2 antag = D2 dopamine receptor (human) antagonism; inhibition, % at 10 µM; 2% of 340,000 active; HEK293 TREx D2 cells, calcium flux, dopamine EC80; in the data active = inhibition above about 30%; also: 0% is about no effect
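Measurement of antagonist activity uses fluorescent calcium dye in inducible HEK293 T-REx D2 cells: 10 s baseline, compound addition with 180 s read, EC80 dopamine addition with a further 180 s read.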
* hit, by the source's call; i = inactive; u = inconclusive; x = not tested or not shown; & = joins results of further samples; [ ] = remark or other dose. Unless noted, calls follow the shape of the dose curve; as a rule, active = well fitted curve in the direction sought with a large enough effect; inconclusive = small, poorly fitted or top-dose-only effect, or another doubt; inactive = no such curve, though single readings can be large; an effect the other way counts as inactive or inconclusive. Some of the compounds tested; count on the stated rates, not on these rows.

cpd | canonical_smiles | RGS4 inh | D2 ag | 12-LOX inh | ERG Ets-DNA blk | GRP78 ERSR act | Vif-A3G inh | LDHA block | Vif-APOBEC3F blk | D2 antag
1 | CC1=C(C(=O)N2CCC3(CC2)OCCO3)C2(CCC(C)CC2)OC1=O (stereo not drawn) | -36% | 0.4 | -18% | 12% | -2% | 1% | 0 | -5% | -25
2 | CCOC(=O)c1cccc(C2=C(CNC(C)=O)[C@H]3CC[C@@H](C2)N3Cc2ccccc2)c1 | x | x | 2% | x | -5% | 1% | -4 | -4% | x
3 | COc1cc(N2CCOCC2)ccc1/C=C1\C(=O)NC(=O)N(Cc2cccs2)C1=O | u | 0.2 | -28% | 39%[activator] | -4% | -1% | -16 | -14% | -23
4 | CC(C(=O)c1c[nH]c2ccccc12)N1CCOCC1 (stereo not drawn) | 17% | 0.2 | 7% | -4% | 0% | 1% | 3 | 1% | 4
5 | Cc1ccc(CN2C(=O)NC(=O)C3(Cc4c(nc5ccccn5c4=O)N4CCCCCC43)C2=O)cc1 (stereo not drawn) | 0% | 0.7 | -22% | -10% | -5% | -2% | -9 | -2% | -6
6 | CC(=O)OC(C)(C)/C=C/C(=O)[C@](C)(O)C1[C@H](O)C[C@@]2(C)C3CC=C4C(C[C@H](O)C(=O)C4(C)C)[C@]3(C)C(=O)C[C@]12C (stereo partly drawn) | -6% | x | x | -5% | -10% | u | -2 | 0% | x
7 | COC(=O)C1=C(c2ccc(OC)c(OC)c2)C[C@@H]2CC[C@H]1N2C(=O)NCCOc1ccccc1 | 14% | -0.3 | 9% | -4% | -2% | 0% | 0 | -1% | -2
8 | Cc1cccc(CN2CCN(Cc3ccc(Cl)cc3)CC2)c1 | 23% | -0.6 | u | 5% | 2% | 2% | u | 0% | 4
9 | CC(C)N1CCN(c2ccc(O)cc2)CC1 | u | 1.1 | u | 0% | -5% | 3% | 27 | -8% | 15
10 | C[C@@H]1CN([C@@H](C)CO)C(=O)CCCn2nncc2CO[C@H]1CN(C)C(=O)Oc1ccccc1 | x | x | -3% | x | 0% | 0% | -22 | -12% | x
11 | COc1cc(CN2CC=C(c3ccc(F)cc3)CC2)cc(OC)c1 | -9% | 0.5 | -9% | 7% | -3% | 0% | 0 | -11% | 81*
12 | CS(=O)(=O)c1ccc(C2=C(CNC(=O)c3cccs3)[C@H]3CC[C@@H](C2)N3Cc2ccccc2)cc1 | x | x | -3% | x | -5% | 1% | -13 | -14% | x
13 | CC(C(=O)Nc1ccc(Br)cc1C(=O)c1ccccc1)N1CCOCC1 (stereo not drawn) | -27% | 2.5 | 0% | 6% | -4% | 0% | -2 | -5% | -4
14 | COC(=O)C1=C(c2c(C)noc2C)C[C@@H]2CC[C@H]1N2C(=O)NCc1ccc(F)cc1 | 3% | 0.0 | -5% | 7% | 1% | 1% | -7 | -4% | -12
15 | N[C@@H](Cc1c[nH]c2ccccc12)c1nnc(SCc2ccccc2F)o1 | -30% | 0.0 | -32% | -6% | -3% | 2% | -1 | -2% | 3
16 | CCOP(=S)(OCC)N1CC1 | -4% | x | -7% | -9% | -1% | 4% | -7 | 2% | x
17 | C[C@@]1([C@@H](NP(=O)(c2ccccc2)c2ccccc2)c2ccccc2)C[C@H]1CCO | 15% | -0.8 | -23% | -6% | -6% | 3% | 0 | 0% | -4
18 | Cc1ccc(-c2nc(N(C)C3CCN(C)CC3)c3ccccc3n2)cc1 | -8% | -0.3 | -18% | x | 0% | -2% | 8 | 0% | 18
19 | Cn1c(C(=O)N2CCC(C(=O)N3CCC4(CC3)OCCO4)CC2)cc2sccc21 | -1% | -0.8 | 5% | x | -4% | 1% | -4 | -5% | 5
20 | CC(=O)OC1CCC2(C)C(=CC(=O)C3C2CCC2(C)C(OC(C)=O)CCC32)C1 (stereo not drawn) | 20% | x | -1% | -9% | 1% | 1% | -6 | 11% | x
21 | O=[N+]([O-])c1cccc(O)c1 | 12% | 0.0 | 11% | -9% | 0% | -1% | -2 | -5% | 36*
22 | CCOC(=O)N(C)c1ccc(C(O)(C(=O)OC)C(F)(F)F)cc1 (stereo not drawn) | 18% | 0.2 | 4% | -7% | 4% | 2% | -6 | 2% | 5
23 | CN1CCC(O)(c2ccccc2)C(C(=O)c2ccccc2)C1 (stereo not drawn) | -13% | -0.1 | 0% | 4% | -18% | 0% | -3 | 4% | -18
24 | CC1CC(OC(=O)c2ccccc2)CC(C)N1C (stereo not drawn) | 1% | -0.3 | -22% | 5% | 1% | -2% | 0 | -14% | 6
25 | COc1ccc(NC(=O)CN2CC=C(c3ccccc3)CC2)cc1S(=O)(=O)N1CCOCC1 | -16% | 54* | i | 2% | -4% | 2% | -6 | -10% | -4
26 | O=P1(NCc2ccco2)COc2ccccc2OC1 | -11% | 0.1 | -30% | -3% | -2% | -4% | 0 | -3% | 0
27 | C=C1C(=O)[C@@]23C[C@H]4[C@@H]5[C@@]6(C)CCC[C@@]57[C@@H]2[C@@H](O)[C@@H]1C[C@H]3[C@H]7N4C6 | 10% | x | -8% | 2% | -10% | -1% | -3 | -5% | x
28 | O=C(CCc1ccccc1)N1C[C@H]2C[C@@H](C1)c1cccc(=O)n1C2 | 4% | 1.5 | 7% | -2% | -1% | -1% | -4 | 10% | -38
29 | COC(=O)c1ccc(NC(=O)CSc2nc3ccc(N4C(=O)C5C6C=CC(C6)C5C4=O)cc3s2)cc1 (stereo not drawn) | -29% | 2.2 | -12% | 5% | -5% | -2% | 0 | -1% | -9
30 | CC(C)n1c(O)c(C2c3cc(Cl)ccc3Oc3[nH]c(=O)n(C(C)C)c(=O)c32)c(=O)[nH]c1=O (stereo not drawn) | -139% | 0.9 | x | -1% | -17% | -19% | 19 | -1% | 8
31 | Cc1ccc(OC(=O)N(C)C[C@@H]2OCc3cnnn3CCCC(=O)N([C@H](C)CO)C[C@H]2C)cc1 | x | x | -8% | x | 5% | -4% | -12 | -2% | x
32 | CCN(CC)P(=O)(c1n(CC)cc[n+]1CC)N(CC)CC | -16% | -0.2 | u | 0% | -4% | 0% | -11 | -9% | -17
33 | COc1ccc(C(=O)C(C)(C)NO)cc1 | u | -0.6 | 5µM* | -1% | -5% | -1% | -7&29 | -5% | 16
34 | CN(C)CC1CSCCC1(O)c1cccc(Cl)c1 (stereo not drawn) | 10% | -0.6 | 30% | -4% | -5% | 0% | -2 | -2% | 27
35 | Cc1ccc(-n2c(O)c(C=NCCN3CCOCC3)c(=O)[nH]c2=O)cc1 | -7% | -0.3 | 37%[activator] | 5% | -5% | 1% | -7 | -14% | 5
36 | Cc1ccsc1C(=O)C1CCCN(Cc2ccn[nH]2)C1 (stereo not drawn) | 8% | 0.1 | 24% | -7% | 2% | 2% | -3 | -8% | 12
37 | O=c1[nH]c(=O)n(Cc2ccccc2)c(O)c1/C=N/NCCO | -26% | 0.3 | 351%[activator] | 7% | -1% | 0% | -1 | u | -10
38 | CCCCc1cc(=O)oc2cc(OCC(=O)N3C[C@H]4C[C@@H](C3)c3cccc(=O)n3C4)c(Cl)cc12 | -17% | 0.6 | -1% | 4% | -2% | -2% | 0 | -3% | 24
39 | N#Cc1c(/N=C/c2ccc(O)cc2O)sc2c1C1CCN2CC1 | -50% | 12 | -29% | -2% | 0% | -4% | 1 | 8% | -22
40 | CN(C)S(=O)(=O)c1cc(NC(=O)COC(=O)Cc2ccccc2)ccc1Cl | u | 1.0 | 17% | 5% | -3% | 0% | -5 | -13% | 7
41 | CC1([N+](=O)[O-])COP(=O)(Nc2cccc(F)c2)OC1 (stereo not drawn) | -52% | x | 0% | 9% | -1% | 1% | -9 | -1% | x
42 | CCOc1ccc(-n2c(=O)c3c4c(sc3n(CC(=O)NCc3ccco3)c2=O)CCC4)cc1 | u | -0.1 | 0% | 11% | -4% | -24% | -6 | 1% | -15
43 | O=C(NCCN1CCCCC1)c1ccc(Cl)nc1Cl | -14% | 0.2 | -8% | -5% | -8% | -2% | -1 | 0% | -6
44 | CC[N+](CC)(CC#CCO)CC#Cc1ccccc1 | 14% | -2.5 | 0% | -3% | -3% | 1% | -1 | -7% | -34
45 | C[C@@H]1CN([C@H](C)CO)C(=O)CCCn2cc(nn2)CO[C@H]1CN(C)C(=O)Oc1cccc2ccccc12 | x | x | -27% | x | 1% | -6% | 8 | -3% | x
46 | O=C(CCN1CCOCC1)Nc1ccc(Br)cc1C(=O)c1ccccc1 | -5% | 0.1 | u | 3% | -2% | -11% | -6 | -1% | -1
47 | O=C(NC(=S)N1C[C@H]2C[C@H](C1)c1cccc(=O)n1C2)c1ccc(Cl)cc1 | -1% | -0.5 | -2% | -8% | 4% | 2% | -3 | -8% | -23
48 | COc1ccc(C(CNC(=O)Cc2ccc(Cl)c(Cl)c2)N(C)C)cc1 (stereo not drawn) | 13% | -0.3 | -12% | 5% | -1% | 0% | -8 | 4% | -3

Laid out differently: results already given.
Results follow in this order: RGS4 inh | D2 ag | 12-LOX inh | ERG Ets-DNA blk | GRP78 ERSR act | Vif-A3G inh | LDHA block | Vif-APOBEC3F blk | D2 antag
(46) O=C(CCN1CCOCC1)Nc1ccc(Br)cc1C(=O)c1ccccc1
    -5% | 0.1 | u | 3% | -2% | -11% | -6 | -1% | -1
(47) O=C(NC(=S)N1C[C@H]2C[C@H](C1)c1cccc(=O)n1C2)c1ccc(Cl)cc1
    -1% | -0.5 | -2% | -8% | 4% | 2% | -3 | -8% | -23
